Bioassay records: PubChem BioAssay, several laboratories
SIAH1 antagonists: blockers of Siah-1 interaction with plectin peptide – biochemical, fluorescence polarization, rhodamine-plectin, uHTS, primary screen (AID 1817) | Siah-1 / rhodamine-plectin peptide fluorescence polarization; higher % means a stronger effect | displacement, % at 20 µM; hits with a dose series show IC50 in µM | hit rate 0.02% among 290,000;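 active means displacement of at least 50% at 20 µM, with a fluorescence ratio check between 0.3 and a set limit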;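 further: plate controls were Siah plus tracer with DMSO for no effect and tracer alone without Siah for full effect; strong numbers were not always called active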
PhoP inhibition: PhoP-dependent GFP reporter repression – Salmonella Typhimurium, primary screen (AID 1863). S. Typhimurium PhoP-regulated promoter GFP reporter, 4 h; higher % means a stronger effect. one-dose inhibition, % at 50 µM; IC50 in µM for titrated hits. hit rate 0.16% among 300,000;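 active means inhibition over 29.93%, a cutoff 3 SD above the screen mean, later confirmed by dose response; inconclusive means inhibition over 29.93% but no dose response follow-up; inactive means inhibition at most 29.93% or unconfirmed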;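 further: 0% = low Mg2+ inducing control and 100% = high Mg2+ repressing control; strong numbers were not always called active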
PMI inhibition: MPI inhibition at elevated mannose 6-phosphate – biochemical, fluorescence intensity, high mannose 6-phosphate, primary screen (AID 1220) | recombinant PMI enzyme, coupled fluorescence intensity; higher % means a stronger effect | inhibition, % at 20 µM; hits with a dose series show IC50 in µM | hit rate 0.66% among 190,000
XIAP antagonists: XIAP antagonists, biochemical, IAP family, fluorescence polarization (AID 1018); XIAP BIR domain, fluorescence polarization peptide displacement; higher % means a stronger effect; displacement, % at 20 µM; hits with a dose series show IC50 in µM; hit rate 0.007% among 200,000; in the data active means displacement above about 50%; further: a part of the inactive calls stands beside numbers as strong as those of hits
WT yeast gro inh: growth inhibition of WT yeast, mitochondrial fusion screen. hit rate 2.1% among 190,000. AID 1362. mitochondrial fusion phenotypic screen, WT strain. inhibition, % at 10 µM; in the data active means inhibition above about 58%; tested in S. cerevisiae
human PMI inhibition: MPI enzyme activity inhibition – biochemical, fluorescence intensity, coupled assay, primary screen (AID 1209) | purified PMI enzyme, coupled fluorescence intensity; higher % means a stronger effect | inhibition, % at 20 µM, or IC50 in µM where a hit was titrated | hit rate 0.42% among 190,000;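 further: plate controls were DMSO vehicle for no effect and wells lacking substrate for full effect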
Myeloid diff MLP: myeloid differentiation induction. ER-HoxA9 myeloid progenitors, lysozyme-GFP differentiation, flow cytometry. calls only at 10 µM. hit rate 1% among 360,000;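 active means normalized GFP-positive differentiation at or above the plate's own cutoff, the solvent-only control mean plus 3 SD; inconclusive means no clear call, values can overlap the other calls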;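 further: cells exposed to compound for four days before flow analysis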
TNAP activators: stimulation of alkaline phosphatase TNAP activity – biochemical, luminescent, no phosphate acceptor, uHTS, primary screen (AID 1001); purified TNAP, luminescent activation assay, no phosphate acceptor; higher activation fold means a stronger effect; hit rate 0.03% among 200,000; activation fold at 20 µM, or EC50 in µM where a hit was titrated; in the data active means activation fold from about 3, or a potency from the dose series; inactive means the rest, 99 in 100 with activation fold below about 1.6; further: many of its hits are not listed in these tables
RSV CPE inhibition: RSV antiviral activity via CPE protection, HEp-2 cells, primary 10 µM value included (AID 2391); HEp-2 cells, RSV-induced CPE inhibition; higher % means a stronger effect; CPE inhibition, % at 10 µM; hits with a dose series show IC50 in µM; hit rate 0.13% among 310,000; in the data active means a potency from the dose series; inconclusive means CPE inhibition mostly from about 23% at the one dose, without a potency; inactive means the rest, 99 in 100 with CPE inhibition below about 21%; further: strong numbers were not always called active
WT yeast gro inh mutant strain: also measured in WT yeast gro inh; calls as there; inhibition, %; mitochondrial fusion phenotypic screen, mutant strain inhibition
Myeloid diff MLP GFP+ MAC1+ %: recorded beside Myeloid diff MLP, whose call it bears; GFP+ MAC1+ double positive, %; measured here: differentiation confirmed by MAC1 staining
* hit, by the source's call; i = inactive; ? = inconclusive; . = not tested or not shown; + = active, no number. Unless noted, no stated cut-off is given here; in the data, active means inhibition above about 50%; inactive means the rest.

Value order: SIAH1 antagonists | PhoP inhibition | PMI inhibition | XIAP antagonists | WT yeast gro inh | WT yeast gro inh mutant strain | human PMI inhibition | Myeloid diff MLP | Myeloid diff MLP GFP+ MAC1+ % | TNAP activators | RSV CPE inhibition
1. CCOC(=O)CN1CC23C=CC(O2)C(C(=O)Nc2ccc(F)c(C)c2)C3C1=O (stereo unspecified)
 : 0% | -2% | 5% | 2.8% | 5 | 15 | 9% | i | 1.3 | 1.1 | -0.4%
2. Cc1ccc2c(Cn3ccnc3)cc(=O)oc2c1C
 : -5% | 4% | . | . | . | . | . | i | 0.7 | . | 2.5%
3. N#C/C(=C\c1ccc(-c2cccc([N+](=O)[O-])c2)o1)C(=O)N1CCOCC1
 : 9% | -1% | 0% | -2.9% | -4 | 2 | 4% | i | 0.3 | 1 | -0.6%
4. COc1cccc(/C=N/NC(=O)CSc2nnc(C)n2-c2ccccc2)c1OC
 : 4% | 11% | -3% | 1.2% | 8 | 3 | -3% | i | 0.6 | 1.1 | 1.1%
5. Cc1ccc(/C=N\NC(=O)c2cncc(Br)c2)o1
 : -2% | -4% | 7% | -3.8% | -8 | 19 | 0% | i | 0.1 | 0.9 | 0.9%
6. O=C(CN1CCN(c2ccccc2)CC1)NC(=O)NCc1ccco1
 : -2% | -6% | -7% | -1.0% | -5 | -26 | -6% | i | 0.0 | 0.9 | 1.1%
7. O=C(O)c1ccc(-n2cccc2/C=C2/NC(=O)N(c3cccc(Cl)c3)C2=O)cc1
 : 63% | -5% | -17% | -5.4% | -7 | -10 | -19% | + | 2.7* | 1.1 | .
8. O=C(CN(C(=O)CCC(=O)Nc1nccs1)c1ccc2c(c1)OCO2)NCc1ccc(F)cc1
 : 6% | -1% | . | . | . | . | . | i | 5.3 | . | 1.7%
9. CC(C)c1ccc2[nH]c3nc(SCC(=O)N4CCOCC4)nnc3c2c1
 : 5% | -10% | 1% | -3.3% | 6 | 13 | -1% | i | 0.3 | 1.1 | -0.4%
10. O=c1oc2ccccc2cc1N1CCOCC1
 : -6% | 4% | -16% | -4.3% | -8 | 12 | -11% | i | 0.7 | 1 | -0.1%
11. COc1ccccc1N1CCN(CC(=O)Nc2c(C)n(C)n(-c3ccccc3)c2=O)CC1
 : -2% | -9% | -13% | -7.7% | 4 | 11 | -17% | i | 0.0 | 1.1 | 2.2%
12. CC(=O)Nc1ccc(S(=O)(=O)NCCc2cn3nc(C)c(C)nc3n2)cc1
 : 11% | -5% | . | . | . | . | . | i | 5.8 | . | 4.3%
13. N#Cc1c(NC(=O)CSc2nc(N)cc(=O)[nH]2)sc2c1CCCC2
 : -4% | -5% | 8% | -12% | -1 | -3 | 17% | i | 0.6 | 1 | -1.4%
14. Cc1cccc(N=Cc2cc3c(cc2[N+](=O)[O-])OCO3)c1
 : 2% | -12% | 62%* | -0.8% | 33 | 9 | 50% | i | 0.9 | 1 | 1.4%
15. Cc1ccc(OCC(=O)N2CCCCCCC2)cc1
 : 5% | -3% | . | . | . | . | . | i | 0.7 | . | 1.6%
16. CC1CC(C)CN(C(=O)C(C)N(C)CC(=O)Nc2ccccc2Cl)C1 (stereo unspecified)
 : -4% | -5% | -4% | -4.0% | -8 | -10 | -7% | i | 0.5 | 1.1 | 6.5%
17. NC(=O)CC(NC(=O)c1ccc(Br)cc1)c1ccc(NC2CCCCCC2)c([N+](=O)[O-])c1 (stereo unspecified)
 : -3% | -5% | . | . | . | . | . | i | 1.5 | . | 8.1%
18. COc1cccc(/C=N/NC(=O)CCn2nnc3ccccc32)c1
 : -3% | -4% | 6% | -1.5% | 11 | 2 | 13% | i | 0.6 | 1 | 1.1%
19. Nc1c(-c2ccccc2Cl)cnn1-c1cccc([N+](=O)[O-])c1
 : 0% | 43% | 4% | -0.7% | 20 | -2 | 7% | i | 0.4 | 1.1 | 5.8%
20. CCCN1CCN(CCCNC(=O)CN2C(=O)c3cccnc3Oc3ccc(C)cc32)CC1
 : 2% | -2% | . | . | . | . | . | i | 0.8 | . | -1.1%
21. O=[N+]([O-])c1ccc(C2OCCO2)cc1CS(=O)(=O)c1ccccc1
 : 4% | -3% | 5% | -3.8% | 0 | -10 | 3% | i | 0.1 | 1 | 0.4%
22. Cc1ccc(C)c(C(=O)CCC(=O)Nc2cccnc2)c1
 : 0% | -4% | -2% | -0.1% | -12 | -16 | 1% | i | 0.8 | 1.1 | 1.2%
23. Cc1ccsc1C(=O)N1CCCC(CCC(=O)NCc2ccc(F)c(F)c2)C1 (stereo unspecified)
 : -7% | -10% | -11% | -9.0% | 4 | 6 | -2% | i | 0.6 | 1.1 | -1.3%
24. COCCNC(=O)C1CC2Cn3c(nc4cc(Cl)c(Cl)cc43)C2N1C (stereo unspecified)
 : 1% | -4% | . | . | . | . | . | i | 0.8 | . | 1.2%
25. Cc1noc(C)c1CSc1ccccc1C(=O)O
 : -2% | -1% | . | . | . | . | . | i | 0.8 | . | 2.0%
26. CCOc1ccc(C(=O)OCC(=O)NC2CCCC2)cc1OCC
 : 0% | -8% | . | . | . | . | . | i | 0.5 | . | 0.6%
27. Cc1ccc(CNCc2ccc3c(c2)OCO3)c(C)c1
 : 6% | 7% | . | . | . | . | . | i | 0.2 | . | -0.7%
28. CCC(C)(C(=O)NC1CCCCC1)N(C(=O)CNC(=O)c1ccccc1)c1c(C)n(C)n(-c2ccccc2)c1=O (stereo unspecified)
 : -2% | -7% | -10% | -2.6% | 16 | 8 | -8% | i | 0.2 | 1.1 | -0.2%
29. c1cc2c(cc1C1CCCN1)OCCCO2 (stereo unspecified)
 : 1% | 8% | 13% | -2.4% | 3 | 10 | 19% | i | 0.0 | 1.1 | 1.4%
30. COc1ccccc1C(=O)NCC(=O)NC1CCCc2ccccc21 (stereo unspecified)
 : 0% | 1% | 7% | -14% | -11 | 8 | 5% | i | 1.0 | 1 | 1.4%
31. COc1ccccc1NC(=O)NC1CCS(=O)(=O)C1 (stereo unspecified)
 : -1% | 7% | . | . | . | . | . | i | 0.6 | . | 0.1%
32. CCOC(=O)C(NCc1ccc2c(c1)OCO2)(NC(=O)c1ccccc1)C(F)(F)F (stereo unspecified)
 : 4% | 8% | 2% | -1.0% | 9 | -6 | 2% | i | 0.5 | 1.1 | 1.0%
33. O=C(Nc1ccc(-n2cnnn2)cc1)C1CCCCC1
 : -3% | -3% | -9% | -3.6% | 18 | 19 | 0% | i | 1.0 | 1 | 0.4%
34. COc1ccc(-c2nc(C#N)c(N3CCN(c4cccc(Cl)c4)CC3)o2)cc1OC
 : 0% | . | 4% | -4.7% | . | . | 10% | i | 1.7 | 1.1 | 2.3%
35. [N-]=C=C1C(=O)NC(=O)C([n+]2ccc(-c3ccncc3)cc2)C1c1ccccc1C(F)(F)F (stereo unspecified)
 : -2% | -22% | . | . | . | . | . | i | 0.5 | . | 3.0%
36. CCOc1ccccc1NCc1cc(=O)oc2cc(C)c(O)cc12
 : -1% | 5% | . | . | . | . | . | i | 0.4 | . | -0.7%
37. O=C(O)/C(=C\c1ccc(Br)cc1)NC(=O)c1cccs1
 : 0% | 1% | . | . | . | . | . | i | 0.8 | . | 1.6%
38. COC(=O)[C@H](C)NC(=O)NCCC1=CCCCC1
 : 2% | -5% | . | . | . | . | . | i | 0.4 | . | 3.4%
39. O=C(NCCc1nc2ccccc2[nH]1)c1ccc(Br)o1
 : 0% | 3% | . | . | . | . | . | i | 0.3 | . | 2.0%
40. COc1ccccc1C(=O)Nc1ccc(S(=O)(=O)N2CCCCC2)cc1
 : 1% | -2% | . | . | . | . | . | i | 0.4 | . | ?
41. CCc1ccc(NC(=O)[C@H](C)NC(=O)C2CCN(C(=O)[C@@H](N)Cc3ccccc3)CC2)cc1
 : 4% | 5% | . | . | . | . | . | i | 1.8 | . | -0.4%
42. Cc1ccc(C(=O)NCc2ccccn2)cc1Cl
 : 2% | . | 1% | -3.9% | -14 | -13 | 4% | i | 0.2 | 1.1 | 1.2%
43. S=C(NCCc1ccc(Cl)cc1)NC1CCCCC1
 : -3% | 9% | . | . | . | . | . | i | 1.1 | . | -1.5%
44. O=C(Cn1c(NCCCO)nc2ccccc21)c1ccco1
 : 5% | -5% | 1% | 0.2% | -6 | -8 | -3% | i | 9.8 | 1.2 | 0.3%
45. COc1cccc(OC)c1C(=O)NC(=O)Nc1c(F)c(F)c(F)c(F)c1F
 : -2% | -4% | . | . | . | . | . | i | 0.4 | . | 0.6%
46. CC(Sc1nc(-c2ccccc2)cc(C(F)(F)F)n1)C(=O)NCCN1CCOCC1 (stereo unspecified)
 : 5% | 8% | 2% | 2.0% | 6 | -7 | -3% | i | 0.7 | 1.2 | -1.5%
47. CCc1nc2ccccc2[nH]c1=O
 : 0% | -1% | . | . | . | . | . | i | 0.4 | . | 61%

13 entries from above in another layout.
entry	structure	SIAH1 antagonists	PhoP inhibition	PMI inhibition	XIAP antagonists	WT yeast gro inh	WT yeast gro inh mutant strain	human PMI inhibition	Myeloid diff MLP	Myeloid diff MLP GFP+ MAC1+ %	TNAP activators	RSV CPE inhibition
35	[N-]=C=C1C(=O)NC(=O)C([n+]2ccc(-c3ccncc3)cc2)C1c1ccccc1C(F)(F)F (stereo unspecified)	-2%	-22%	.	.	.	.	.	i	0.5	.	3.0%
36	CCOc1ccccc1NCc1cc(=O)oc2cc(C)c(O)cc12	-1%	5%	.	.	.	.	.	i	0.4	.	-0.7%
37	O=C(O)/C(=C\c1ccc(Br)cc1)NC(=O)c1cccs1	0%	1%	.	.	.	.	.	i	0.8	.	1.6%
38	COC(=O)[C@H](C)NC(=O)NCCC1=CCCCC1	2%	-5%	.	.	.	.	.	i	0.4	.	3.4%
39	O=C(NCCc1nc2ccccc2[nH]1)c1ccc(Br)o1	0%	3%	.	.	.	.	.	i	0.3	.	2.0%
40	COc1ccccc1C(=O)Nc1ccc(S(=O)(=O)N2CCCCC2)cc1	1%	-2%	.	.	.	.	.	i	0.4	.	?
41	CCc1ccc(NC(=O)[C@H](C)NC(=O)C2CCN(C(=O)[C@@H](N)Cc3ccccc3)CC2)cc1	4%	5%	.	.	.	.	.	i	1.8	.	-0.4%
42	Cc1ccc(C(=O)NCc2ccccn2)cc1Cl	2%	.	1%	-3.9%	-14	-13	4%	i	0.2	1.1	1.2%
43	S=C(NCCc1ccc(Cl)cc1)NC1CCCCC1	-3%	9%	.	.	.	.	.	i	1.1	.	-1.5%
44	O=C(Cn1c(NCCCO)nc2ccccc21)c1ccco1	5%	-5%	1%	0.2%	-6	-8	-3%	i	9.8	1.2	0.3%
45	COc1cccc(OC)c1C(=O)NC(=O)Nc1c(F)c(F)c(F)c(F)c1F	-2%	-4%	.	.	.	.	.	i	0.4	.	0.6%
46	CC(Sc1nc(-c2ccccc2)cc(C(F)(F)F)n1)C(=O)NCCN1CCOCC1 (stereo unspecified)	5%	8%	2%	2.0%	6	-7	-3%	i	0.7	1.2	-1.5%
47	CCc1nc2ccccc2[nH]c1=O	0%	-1%	.	.	.	.	.	i	0.4	.	61%
